From PubChem BioAssay
JMJD2A Tudor inh = qHTS Assay for Inhibitors of JMJD2A-Tudor Domain; Lysine-specific demethylase 4A (Homo sapiens), O75164; AlphaScreen JMJD2A-Tudor / H3K4me3 peptide binding; Potency, µM (highest dose often 114 µM), for the others: at the top dose activity change, negative = inhibition, actives largely listed as inhibitors; 4.4% of 390,000 active; AID 504339, 2011; further: on the % scale 0 is the no-effect control and ±100 the full control effect; nearly all actives have a fitted effect of over 50% in size
Pol kappa inh = qHTS for Inhibitors of Polymerase Kappa. purified Pol kappa, fluorescent DNA synthesis assay, 10 min. Potency, µM (titrated, usually from 107 µM), for the others: at the highest dose activity, negative = inhibition, most hits filed as inhibitors. 0.53% of 400,000 active. AID 588579, 2011; further: on the % scale 0 is the no-effect control and ±100 the full control effect
Target sequence (Q9UBT6 whole entry, looked up): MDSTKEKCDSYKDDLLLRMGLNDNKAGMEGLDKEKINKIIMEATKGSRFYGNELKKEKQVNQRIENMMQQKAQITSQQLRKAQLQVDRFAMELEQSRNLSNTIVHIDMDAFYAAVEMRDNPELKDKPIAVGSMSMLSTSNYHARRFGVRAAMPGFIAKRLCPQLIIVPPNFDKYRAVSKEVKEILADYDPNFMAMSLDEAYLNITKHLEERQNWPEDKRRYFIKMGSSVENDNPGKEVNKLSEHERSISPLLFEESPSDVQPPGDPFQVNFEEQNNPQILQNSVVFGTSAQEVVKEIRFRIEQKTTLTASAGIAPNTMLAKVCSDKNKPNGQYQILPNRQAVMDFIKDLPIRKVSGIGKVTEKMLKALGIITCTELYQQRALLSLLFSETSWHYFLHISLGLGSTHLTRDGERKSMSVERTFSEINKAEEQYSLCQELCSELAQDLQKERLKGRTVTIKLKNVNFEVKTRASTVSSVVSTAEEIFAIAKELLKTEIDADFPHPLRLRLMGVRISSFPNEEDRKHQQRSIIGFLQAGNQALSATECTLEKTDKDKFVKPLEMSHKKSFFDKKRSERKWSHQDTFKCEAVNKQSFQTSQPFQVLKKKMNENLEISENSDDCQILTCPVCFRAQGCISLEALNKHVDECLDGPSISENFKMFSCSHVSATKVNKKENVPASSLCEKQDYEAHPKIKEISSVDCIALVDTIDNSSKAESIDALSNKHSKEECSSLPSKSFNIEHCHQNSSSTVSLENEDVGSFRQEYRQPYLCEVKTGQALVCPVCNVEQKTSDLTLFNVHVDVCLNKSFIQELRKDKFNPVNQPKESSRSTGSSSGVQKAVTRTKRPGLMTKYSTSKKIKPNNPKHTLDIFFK
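Enzyme at 10 nM met test compounds for 15 min at room temperature. Substrate addition (50 nM final) began the reaction, which was monitored by fluorescence at 0 and 10 min.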
APEX1 inh = qHTS Assay for Inhibitors of the Human Apurinic/apyrimidinic Endonuclease 1 (APE1) | DNA repair nuclease/redox regulator APEX1 (Homo sapiens), P27695 | recombinant APE1, TAMRA/BHQ-2 abasic DNA cleavage fluorescence | Potency, µM (highest dose often 65.8 µM), for inactives: top-dose activity change, negative = inhibition, actives largely listed as inhibitors | 0.35% of 350,000 active | AID 2517, 2012;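 further: plate controls were vehicle for no effect and reference inhibitor for full effect; nearly all actives have a fitted effect of over 55% in size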
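Readout is kinetic fluorescence (ex 525, em 598 nm) from cleavage of 50 nM TAMRA/BHQ-2 THF abasic duplex by 0.75 nM APE1, compound added 15 min beforehand at RT.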
G9a block = qHTS Assay for Inhibitors of Histone Lysine Methyltransferase G9a | Histone-lysine N-methyltransferase EHMT2 (Homo sapiens), Q96KQ7 | G9a H3K9 monomethylation, AlphaScreen, 2 h | Potency, µM (highest dose often 102 µM), for the others: at the top dose activity, negative = inhibition, actives largely listed as inhibitors | 8.8% of 350,000 active | AID 504332, 2011; further: on the % scale 0 is the no-effect control and ±100 the full control effect; nearly all actives have a fitted effect of over 75% in size
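Quantitative HTS format: methyltransferase activity on a biotin-tagged H3K9 peptide is measured by AlphaScreen, using a rabbit anti-monomethyl-H3K9 antibody with streptavidin donor and anti-IgG acceptor beads. Final levels are 20 nM enzyme, 500 nM peptide, 20 uM SAM; 2 h RT.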
Pol iota inh = qHTS for Inhibitors of Polymerase Iota. Pol iota fluorescent replication assay, 10 min. 1% of 390,000 active. DNA polymerase iota (Homo sapiens), Q9UNA4. AID 588590, 2011. Potency, µM (series often up to 115 µM), without a hit: top-dose activity, negative = inhibition, most hits filed as inhibitors
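Fluorescent replication assay read twice, at 0 min and 10 min after adding 50 nM (final) substrate. Enzyme (10 nM) and compounds were first incubated 15 min at room temperature; enzyme-free buffer wells were negative controls.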
Pol eta inh = qHTS for Inhibitors of Polymerase Eta; recombinant Pol eta, fluorescent DNA replication assay; Potency, µM (series often up to 114 µM), without a hit: at the highest dose activity change, negative = inhibition, usual class: inhibitors; 1.2% of 390,000 active; DNA polymerase eta (Homo sapiens), Q9Y253; further: on the % scale 0 is the no-effect control and ±100 the full control effect
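Fluorescent replication assay: 50 nM final substrate added after a 15 min room-temperature compound preincubation with 10 nM enzyme. Signal taken at 0 min and again at 10 min.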
POLB inh = qHTS Assay for Inhibitors of DNA Polymerase Beta. Pol beta primer extension/strand displacement, fluorescence kinetic. Potency, µM (highest dose often 114 µM), inactives show top-dose activity change, negative = inhibition, usual class: inhibitors. 1.3% of 340,000 active. AID 485314, 2010; further: on the % scale 0 is the no-effect control and ±100 the full control effect
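Human Pol beta at 10 nM; strand-displacement substrate 50 nM final. Compound exposure 15 min at room temperature before start, reaction 10 min at room temperature.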
BLM helicase inh = qHTS Assay for Inhibitors of Bloom's syndrome helicase (BLM) | recombinant BLM DNA unwinding, fluorescence dequenching | 0.2% of 350,000 active | Potency, µM (highest dose often 56.1 µM), for the others: at the top dose activity change, negative = inhibition, actives largely listed as inhibitors;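 further: plate controls were vehicle for no effect and no enzyme for full effect; nearly all actives have a fitted effect of over 35% in size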
BAZ2B block = qHTS Assay for Inhibitors of BAZ2B; AlphaScreen BAZ2B-H3K14Ac peptide displacement; Potency, µM (highest dose often 114 µM), for inactives: top-dose activity change, negative = inhibition, usual class: inhibitors; 4.4% of 360,000 active; AID 504333, 2011; further: on the % scale 0 is the no-effect control and ±100 the full control effect; nearly all actives have a fitted effect of over 60% in size
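Inhibition is scored as reduced AlphaScreen emission. The BAZ2B/b-H3(5-23)K14Ac complex (50 nM each) in PBS pH 7.4, 0.01% Tween-20 meets compound (up to 110 uM) for 30 min at RT before bead addition.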
* hit, by the source's call; ? = inconclusive; nt = no result given; & = joins results of further samples; [ ] = dose if it differs, or a comment. The call rests on the fitted dose curve; in most records, active means well fitted curve in the direction sought with a large enough effect; inconclusive means small, poorly fitted or top-dose-only effect, or another doubt; inactive means no such curve, though single readings can be large; an effect the other way counts as inactive or inconclusive. Potency means the concentration at half of the fitted maximal effect.

SMILES	JMJD2A Tudor inh	Pol kappa inh	APEX1 inh	G9a block	Pol iota inh	Pol eta inh	POLB inh	BLM helicase inh	BAZ2B block
Cn1ccc2cc(S(=O)(=O)N3CCN(C(=O)Nc4ccc(F)cc4F)CC3)ccc21	-26%	-7%[60.1 µM]	nt	7%[59 µM]	-1%	-9%	36%[activator]	0%	-11%
O=C(CC1SC(=Nc2ccccc2F)N(CCN2CCOCC2)C1=O)Nc1ccc(F)cc1F (stereo unspecified)	-12%	-6%	?	?	2%	-1%	20%	-12%	?
CC(=O)N1CCN(C(=O)c2cccc(S(=O)(=O)N3CCN(c4ccc(F)cc4)CC3)c2)CC1	-7%	-7%	29%	21%[2.33 µM]	25%	-9%	nt	nt	5%
CN(C(=O)CSc1ncnc2ccccc12)C1CCS(=O)(=O)C1 (stereo unspecified)	-13%	-6%	13%	11%[12.7 µM]	-19%	4%	nt	nt	-4%
O=C(COC(=O)c1cccc([N+](=O)[O-])c1)Nc1ccc(Cl)cn1	-13%	-6%	9%	-9%[2.33 µM]	50%[activator]	-14%	nt	nt	1%
COC(c1ccccc1)c1nnc(CCC(=O)NCc2ccc3ncccc3c2)o1 (stereo unspecified)	-6%	3%	0%	-4%[12.7 µM]	49%[activator]	-6%	-1%	-1%	-3%
Cc1ccc(CNC(=O)C2CCN(c3nc(C)cc(C)n3)CC2)cc1	-10%	11%	nt	nt	25%	-14%	nt	nt	nt
COc1ccc(CCNC(=O)CS(=O)Cc2nc(-c3ccc(C)cc3)oc2C)cc1OC (stereo unspecified)	-9%&-20%	5%&-5%	31%	5%	10%&22%	6%&-15%	52%&24%	1%&-1%	-21%&-20%
COC(=O)C1CCC(=S)N1C(=O)c1ccccc1 (stereo unspecified)	-1%	7%	1%	45µM*	0%	-1%	-8%	-6%	-30%
O=C(Nc1ccccc1C(=O)N1CCCCCC1)c1cccc([N+](=O)[O-])c1	-20%	-18%	6%	nt	4%	1%	-5%	-3%	-2%
COc1ccc(OCc2cc(C(=O)N3CCCCCCC3)no2)c(Cl)c1	24%	-16%	-14%	41%	11%	-23%	-27%	-3%	22%
O=C(CN1C(=O)NC2(CCCCC2)C1=O)NCCc1ccc(Cl)cc1Cl	-8%	-4%	7%	nt	11%	-2%	nt	nt	nt
O=C(NNC(=O)c1ccccc1Cl)c1cccs1	9%	8%	16%	12%[59 µM]	-6%	-7%	-2%	5%	-1%
CCOC(=O)c1ccccc1NC(=S)N1CCC(C(N)=O)CC1	-16%	7%	1%	?	15%	-3%	9%	1%	nt
Cc1ccc(CCNC(=O)C2CCC(CNc3c(N4CCC(C)CC4)c(=O)c3=O)CC2)cc1 (stereo unspecified)	-19%	-24%	3%	-6%	20%	-14%	-4%	-5%	9%
COc1ccc(-c2nc(SCC(=O)N(CC(C)C)c3c(N)n(Cc4ccccc4)c(=O)[nH]c3=O)n[nH]2)cc1	-21%	-4%	-7%	8%[0.501 µM]	9%	-8%	nt	nt	12%
NC(=O)COc1ccc2cc(-c3ccc(F)cc3)c(=O)oc2c1	-34%	-7%	7%	-11%	-3%	-27%	25µM*	-14%	-26%
Cc1nc2cc(-c3ccccc3)nn2c(C)c1CCC(=O)NCc1cccc(Cl)c1	-21%	-4%	nt	11%[59 µM]	13%	-7%	3%	-5%	-8%
COc1ccc(Cc2c(O)nc(SCC(=O)N3CCOCC3)[nH]c2=O)cc1	-16%	-18%	-3%	nt	-12%	-7%	-4%	-2%	-10%
COc1ccc(S(=O)(=O)N2CCC(C(=O)Nc3ccc(F)cc3)CC2)c2cccnc12	-14%	1%	-1%	7%	25%	-9%	19%	-3%	nt
CN1C(=O)c2ccccc2C(C(=O)NCCCN2CCCC2)C1c1c[nH]c2ccccc12 (stereo unspecified)	-14%	-6%	4%	?	-11%	-14%	1%	-1%	-1%
Cc1ccc(NS(=O)(=O)c2ccc(Br)cc2)nc1	-6%	-3%	-2%	0%	-23%	-1%	0%	-3%	-6%
O=C(N1CCOCC1)C1(S(=O)(=O)c2ccccc2)CC=CC1	-9%	-2%	26%	-9%	10%	-10%	50%	0%	0%
CCOC(=O)N1CCN(C(=O)COC(=O)Cc2ccc(OC)cc2)CC1	-9%	-11%	67%[activator]	12%	20%	-8%	3%	0%	10%
O=C(NC(C1CC1)C1CC1)C1CCC(=O)N(CCCN2CCCC2=O)C1 (stereo unspecified)	-7%	0%	46%[activator]	15%	?	-1%	9%	-1%	-8%
CCn1ccc(C(=O)Nc2c(C)nn(Cc3c(F)c(F)c(F)c(F)c3F)c2C)n1	-34%	0%	?	-3%	3%	-15%	0%	-11%	-2%
Clc1cccc(Cl)c1CSc1cc2c(nn1)-c1ccccc1CC2	-11%	-5%	-9%	3%	11%	-2%	20%	0%	2%
COc1ccc(C(=O)Nc2ccnn2C2CCN(Cc3ccc4nonc4c3)CC2)cc1	-11%	-5%	5.3µM*	?	?	-18%	?	-8%	?
O=C(CSc1ncc(C(F)(F)F)cc1Cl)N1CCN(S(=O)(=O)c2ccc3ccccc3c2)CC1	?	-8%	-4%	11%[59 µM]	40%[activator]	-13%	7%	-5%	-3%
COc1cc(/C=N/n2c(-c3ccc4c(c3)NC(=O)CO4)csc2=Nc2cccc(C)c2)ccc1O	?	-11%	-11%	10µM*	3%	-22%	32%	-10%	8.9µM*

6 entries drawn at random from those above:
SMILES	JMJD2A Tudor inh	Pol kappa inh	APEX1 inh	G9a block	Pol iota inh	Pol eta inh	POLB inh	BLM helicase inh	BAZ2B block
CCn1ccc(C(=O)Nc2c(C)nn(Cc3c(F)c(F)c(F)c(F)c3F)c2C)n1	-34%	0%	?	-3%	3%	-15%	0%	-11%	-2%
O=C(NC(C1CC1)C1CC1)C1CCC(=O)N(CCCN2CCCC2=O)C1 (stereo unspecified)	-7%	0%	46%[activator]	15%	?	-1%	9%	-1%	-8%
O=C(CSc1ncc(C(F)(F)F)cc1Cl)N1CCN(S(=O)(=O)c2ccc3ccccc3c2)CC1	?	-8%	-4%	11%[59 µM]	40%[activator]	-13%	7%	-5%	-3%
O=C(N1CCOCC1)C1(S(=O)(=O)c2ccccc2)CC=CC1	-9%	-2%	26%	-9%	10%	-10%	50%	0%	0%
Cc1ccc(NS(=O)(=O)c2ccc(Br)cc2)nc1	-6%	-3%	-2%	0%	-23%	-1%	0%	-3%	-6%
Clc1cccc(Cl)c1CSc1cc2c(nn1)-c1ccccc1CC2	-11%	-5%	-9%	3%	11%	-2%	20%	0%	2%

Following part:
SMILES	JMJD2A Tudor inh	Pol kappa inh	APEX1 inh	G9a block	Pol iota inh	Pol eta inh	POLB inh	BLM helicase inh	BAZ2B block
Cc1nc(-c2ccc(NC(=O)/C=C\C(=O)O)cc2)cs1	?	-9%	-2%	35µM*	33%[activator]	-15%	-21%	-1%	-23%
Cc1cc(C)nc(NC(=O)CN2C(=O)c3ccccc3C2=O)n1	-4%	0%	1%	5%	11%	-4%	-23%	2%	16%
O=C(O)CC1(CC(=O)Nc2cc(C(F)(F)F)cc(C(F)(F)F)c2)CCCCC1	0%	-15%	13%	11%[59 µM]	46%[activator]	-6%	32%	-3%	-6%
COc1ccccc1-c1nc(-c2ccccc2)nc(N2CCN(C)CC2)c1C#N	-26%[57.1 µM]	?	-5%	?	101%[activator]	-21%	33%	-4%	?
COc1cc(NC(=O)c2ccccc2)c(OC)cc1NC(=O)CN1CCCCC1	-32%	4%	-1%	?	-26%[58.9 µM]	1%	4%	1%	?
C/C(=N/NC(=O)c1ccc(Br)o1)c1cccc(NC(=O)c2ccc(C)o2)c1	50µM*	-5%	-1%	24%[59 µM]	153%[activator]	-1%	-1%	-9%	-36%
Cc1c(Br)c([N+](=O)[O-])nn1CC(=O)NCC1CCCO1 (stereo unspecified)	-17%	2%	2%	-6%	17%	3%	10%	-1%	-18%
Cc1ccc2c(cnn2C(=O)CCC(=O)NC2CCCCC2)c1	-17%	-8%	10%	?	-7%	?	-26%	-4%	13%
COc1ccc(S(=O)(=O)Nc2ccc3c(c2)OCO3)cc1OC	-23%	-8%	11%	50µM*	35%[activator]	?	6%	-14%	-5%
CC(=O)N1CCN(C(=S)c2ccc(N(C)C)cc2)CC1	-20%	-2%	0%	7.1µM*	41%[activator]	-6%	9%	-2%	-22%
O=C(NC(C(=O)NCCN1CCOCC1)C12CC3CC(CC(C3)C1)C2)C1CCCCC1 (stereo unspecified)	-5%	-6%	6%	15%	-1%	-6%	3%	-1%	4%
Cc1ccc(-c2csc3nnc(SCC(=O)Nc4nsc(-c5ccccc5)n4)n23)cc1	-12%	0%	-1%	-2%[59 µM]	11%	-10%	27%	-10%	-6%
O=C(COC(=O)c1ccc(Br)c(S(=O)(=O)N2CCOCC2)c1)NCCc1ccccc1	-2%	-8%	1%	nt	19%	-14%	nt	nt	nt
CC(NC(=O)NC1CCCCC1)C(c1cccs1)N1CCN(Cc2ccccc2)CC1 (stereo unspecified)	-29%	-7%	-6%	-4%[59 µM]	20%	-18%	5%	3%	2%
Cc1ccc(OCC(=O)Nc2cc(-c3nn4c(C)nnc4s3)ccc2C)cc1	-13%	-6%	-1%	nt	?	5%	1%	-5%	-3%
CN(C)c1ccc(N=C/C=C2/N(C)c3ccccc3C2(C)C)cc1	40µM*	7%	-1%	7.1µM*	32%[activator]	-16%	?	-5%	20µM*
CN1CCCc2cc3c(C(F)(F)F)cc(=O)oc3nc21	13%	5%	-1%	50%[activator]	18%	-22%	28%	0%	10%
COc1ccccc1C1OC(c2cccc([N+](=O)[O-])c2)=NN1C(C)=O (stereo unspecified)	-26%	1%	-3%	-27%	39%[activator]	-21%	-1%	-1%	-36%
O=C(Cc1cccc2ccccc12)N/N=C/c1ccncc1	-12%	-1%	22%	-7%[0.501 µM]	166%[activator]	-20%	-1%	-4%	4%

Some of the compounds tested; the hit share may differ from the screen's.
